phage Ecoli inh = E. coli growth loss with phage present; inhibition, % at 11.9 µM; growth absorbance; AID 651602; 360,000 compounds, 0.26% hits; in the data active = inhibition above about 11%
Wnt act = activators of Wnt/beta-catenin signaling; activation, % at 9.35 µM; 300,000 compounds, 1.2% hits; Wnt/beta-catenin reporter cell assay, activator, plate reader; in the data active = activation above about 30%, passing the limit was not always enough; inconclusive = no clear call, values can overlap the other calls;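 note: 0% = neutral control wells and 100% = positive control wells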
DAGLB inh = blocks human DAGLB lipase activity; inhibition, % at 5.17 µM; HEK293T DAGLB membrane lysate, EnzChek fluorogenic substrate; Q8NCG7; 340,000 compounds, 0.059% hits; AID 504411; in the data active = inhibition above about 34%;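 note: 0% = enzyme with vehicle and 100% = wells lacking enzyme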
Target sequence (Q8NCG7 whole entry, looked up): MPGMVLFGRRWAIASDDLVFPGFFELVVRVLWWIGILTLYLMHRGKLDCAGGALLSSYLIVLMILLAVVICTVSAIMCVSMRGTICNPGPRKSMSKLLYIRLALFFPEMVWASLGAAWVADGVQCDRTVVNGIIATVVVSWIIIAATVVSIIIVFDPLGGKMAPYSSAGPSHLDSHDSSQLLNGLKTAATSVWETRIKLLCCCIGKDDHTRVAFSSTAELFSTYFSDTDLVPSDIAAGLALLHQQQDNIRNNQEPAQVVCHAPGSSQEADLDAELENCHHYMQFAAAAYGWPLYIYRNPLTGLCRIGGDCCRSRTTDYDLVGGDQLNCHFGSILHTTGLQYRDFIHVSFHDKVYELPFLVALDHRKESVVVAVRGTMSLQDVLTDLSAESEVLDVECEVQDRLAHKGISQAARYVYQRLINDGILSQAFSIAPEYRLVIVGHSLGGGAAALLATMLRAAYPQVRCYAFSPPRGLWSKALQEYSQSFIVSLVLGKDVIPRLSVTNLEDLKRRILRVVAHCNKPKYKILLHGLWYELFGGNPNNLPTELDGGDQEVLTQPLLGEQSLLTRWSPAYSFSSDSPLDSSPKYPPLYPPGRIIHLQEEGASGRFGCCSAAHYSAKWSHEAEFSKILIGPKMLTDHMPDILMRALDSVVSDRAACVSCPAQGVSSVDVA
AddAB inh = less growth of phage-infected E. coli with AddAB; E. coli expressing H. pylori AddAB, absorbance growth; inhibition, % at 11.9 µM; 330,000 compounds, 0.29% hits; AID 435030; in the data active = inhibition above about 12%;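 note: 0% = vehicle wells of infected cells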
Tat transport = inhibitors of E. coli Tat protein transport; 340,000 compounds, 0.036% hits; E. coli MC4100 TorA-mCherry Tat export, fluorescence; inhibition, % at 10 µM;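 active = mean replicate inhibition at least 50% and at least half of replicates individually reaching 50%; inconclusive = only one of the two criteria met; inactive = neither criterion met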;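 note: exported cargo escapes ClpAP degradation while cytoplasmic cargo is degraded and loses fluorescence; 0% = median of neutral control wells and 100% = median of NaSCN control wells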
PfHsp90 set2 = reduces growth (ATP signal) of yeast expressing P. falciparum Hsp90 | S. cerevisiae expressing PfHsp90, BacTiter-Glo ATP, 48 h; yeast lacking PDR1 and PDR3 efflux regulators | inhibition, % at 9.4 µM | 310,000 compounds, 0.32% hits | AID 504621;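 active = every replicate shows inhibition above about 80%, whatever the replicate mean, limit read from the data; inconclusive = mean inhibition reaches the set limit but some replicate falls short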;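 note: 0% = DMSO neutral controls and 100% = 20 µM radicicol positive controls; yeast relying on Plasmodium falciparum Hsp90 in place of its own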
PvdQ acylase = P. aeruginosa PvdQ acylase inhibition; inhibition, % at 10 µM; purified PvdQ acylase, fluorescence plate reader; 340,000 compounds, 0.063% hits; AID 488965; in the data active = inhibition above about 30%, passing the limit was not always enough; inconclusive = no clear call, values can overlap the other calls;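 note: 0% = vehicle neutral wells and 100% = reference inhibitor wells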
Rtt109 Vps75 = inhibitors of Candida albicans Rtt109/Vps75 histone acetyltransferase | AID 540336 | inhibition, % at 34.9 µM | purified Rtt109/Vps75, ThioGlo CoA-SH fluorescence, 4 h | 330,000 compounds, 0.16% hits;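 active = inhibition of at least 50% in every replicate; inconclusive = best replicate reaches 50% inhibition but some replicates fall short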
Target sequence (Q5AAJ8 whole entry, looked up): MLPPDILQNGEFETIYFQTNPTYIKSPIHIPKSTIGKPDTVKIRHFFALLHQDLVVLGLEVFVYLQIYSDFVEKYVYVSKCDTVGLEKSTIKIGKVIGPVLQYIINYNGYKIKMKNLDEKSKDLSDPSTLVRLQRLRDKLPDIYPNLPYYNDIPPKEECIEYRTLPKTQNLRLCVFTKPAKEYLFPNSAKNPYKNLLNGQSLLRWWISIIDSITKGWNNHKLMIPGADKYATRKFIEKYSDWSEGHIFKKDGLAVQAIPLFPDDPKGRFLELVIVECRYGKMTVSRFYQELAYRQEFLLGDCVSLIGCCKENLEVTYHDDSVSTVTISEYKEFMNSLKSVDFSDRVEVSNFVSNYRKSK
CAL PDZ FP = inhibitors of human CAL PDZ peptide binding. Q9HD26. 330,000 compounds, 0.02% hits. purified CAL PDZ, TMR-peptide fluorescence polarization, 1 h. inhibition, % at 20 µM;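 active = highest replicate inhibition of at least 40%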;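 note: plate controls were DMSO neutral control wells for no effect and unlabeled competitor peptide control wells for full effect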
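System: purified tagged CAL PDZ domain construct (CerCALP). Schedule: 1 h incubation at room temperature before polarization reading. Medium: 25 mM sodium phosphate pH 7.4, 150 mM NaCl, TCEP, IgG, Thesit. Read-out: percent inhibition from loss of millipolarization. Measured by: FP readout, S and P plane fluorescence. Probe or stimulus: fluorescent TMR peptide probe.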
E coli growth = bacterial growth inhibition, counter-screen for AddAB inhibitors; E. coli V3065 growth, OD600 absorbance, 18 h; inhibition, % at 11.9 µM; 330,000 compounds, 0.27% hits; AID 449728;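 active = inhibition above the campaign's mean inhibition across all tested compounds plus 3 SD, cut at about 9.9% in these data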;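 note: uninfected addAB+ strain grown without phage in ampicillin broth; 0% = DMSO wells and 100% = ciprofloxacin 0.95 µg/ml wells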
* = called active by the depositor; ? = inconclusive; · = no result given.

SMILES	phage Ecoli inh	Wnt act	DAGLB inh	AddAB inh	Tat transport	PfHsp90 set2	PvdQ acylase	Rtt109 Vps75	CAL PDZ FP	E coli growth
CCn1cc(Cl)c(C(=O)Nc2ccccc2C(N)=O)n1	2.4	8	1	0.3	-1	·	8	-1	-0.9	1.3
Cc1nnc2c(SC(C)C)nc3ccccc3n12	1.7	-1	-3	1.1	-7	8	-1	-3	-0.6	0.3
COc1ccccc1C(=O)N/N=C(\C)CC(=O)Nc1ccc(Cl)cn1	0.8	3	0	1.4	-3	-12	-21	14	-0.7	2.3
O=C(OCn1ncc(Cl)c(Cl)c1=O)c1ccccc1Cl	0.9	·	-5	3.2	-12	61	3	27	0.2	-0.8
CC1CCCC(C)N1c1nnc(NC(=O)c2cc(-c3ccc(Br)cc3)on2)s1 (stereo not drawn)	95*	-3	0	4.0	4	-2	-14	3	0.1	-0.4
CCCOC(=O)c1ccc(NC(=O)C(CC)CC)cc1	-0.1	·	-4	4.0	-5	-2	-2	12	-1.1	-1.5
COc1cc([N+](=O)[O-])ccc1N1C(=O)CC(Sc2nccc(C)n2)C1=O (stereo not drawn)	0.0	-3	-3	-0.6	-7	0	14	3	0.3	-2.8
COc1ccc(C)cc1NC(=O)C1CCCN(S(=O)(=O)c2cnc[nH]2)C1 (stereo not drawn)	1.7	-4	-1	4.0	-1	0	-8	8	-1.1	1.3
O=C(COC(=O)CCc1nc2ccccc2n1-c1ccccc1)Nc1cccc(Cl)c1	4.0	·	2	2.9	6	·	12	5	-1.2	0.9
CCOC(=O)c1ccc(NC(=S)NCc2ccco2)cc1	3.2	-1	-3	0.8	0	-34	-11	-1	-2.9	4.3
Cc1oc(-c2ccc(F)cc2)cc1-c1nn2c(-c3ccoc3C)nnc2s1	1.4	-8	15	3.1	16	12	-5	-1	-1.4	2.1
CN1CCN(NC(=O)CN2C(=O)S/C(=C\c3c(Cl)cccc3Cl)C2=O)CC1	3.9	-1	12	0.9	4	12	2	-12	-1.5	-0.2
COc1ccc2cc(C(c3nnnn3C3CCCC3)N3CCCCCC3)c3nnnn3c2c1 (stereo not drawn)	2.1	-6	-2	9.2	-4	13	-14	-3	·	12*
CC(CCc1ccccc1)NC(=O)COC(=O)c1ccccc1Br (stereo not drawn)	-0.7	0	-1	0.2	1	-26	-17	9	-0.4	0.1
CC(=O)Nc1ccc(C(=O)COC(=O)c2cccs2)c(F)c1	4.3	57*	-1	-0.6	6	-41	-15	-1	-1.5	2.3
Cc1ccc(NC(=O)CN(C)C(=O)c2cc(-c3ccco3)nc3ccccc23)cc1	0.4	-6	3	-1.9	4	-10	-1	-3	-3.1	-2.8
CCOc1cccc(CNc2ccc(O)cc2)c1OCc1ccccc1Cl	3.9	·	-1	3.1	-6	7	-15	2	-0.3	-1.0
O=C(CSc1n[nH]c(=O)[nH]c1=O)NC1CC1	3.3	1	2	1.9	-14	-13	-6	-10	0.6	2.3
COc1cc(C(=O)NCCNc2nc3cc(C)ccc3cc2C#N)cc(OC)c1OC	-0.8	0	-2	-0.2	-1	-26	-12	-2	0.6	-1.3
CCN(C(=O)CCS(=O)(=O)c1ccc(Br)cc1)c1ccc2c(c1)OCO2	2.7	·	2	2.7	6	-16	-7	5	-0.4	-4.2

2 records drawn at random from those above, as already listed:
SMILES	phage Ecoli inh	Wnt act	DAGLB inh	AddAB inh	Tat transport	PfHsp90 set2	PvdQ acylase	Rtt109 Vps75	CAL PDZ FP	E coli growth
CCn1cc(Cl)c(C(=O)Nc2ccccc2C(N)=O)n1	2.4	8	1	0.3	-1	·	8	-1	-0.9	1.3
COc1cc(C(=O)NCCNc2nc3cc(C)ccc3cc2C#N)cc(OC)c1OC	-0.8	0	-2	-0.2	-1	-26	-12	-2	0.6	-1.3

(further entries)
SMILES	phage Ecoli inh	Wnt act	DAGLB inh	AddAB inh	Tat transport	PfHsp90 set2	PvdQ acylase	Rtt109 Vps75	CAL PDZ FP	E coli growth
CC(C)C1Cc2c(sc3c2c(=O)n(-c2ccccc2)c2n[nH]c(=S)n32)CO1 (stereo not drawn)	0.5	2	2	-0.5	2	-22	-13	7	-0.6	0.1
N/C(=N\OC(=O)c1ccc(Cl)cc1)c1[nH]ncc1Br	1.5	2	-4	2.2	8	19	-5	6	-0.8	-0.2
Cn1nc(C(F)(F)F)cc1-c1ccc(/C=C(\C#N)C(=O)c2cccc(C(F)(F)F)c2)s1	-0.6	12	·	-1.5	·	·	·	·	·	-0.6
Cc1[nH]c2ccc(C(=O)NC3CCCC3)cc2c1C	3.3	14	-3	0.1	-4	-4	19	3	0.1	-0.7
COC(=O)C1(CC2CC(c3ccncc3)=NO2)CCN(C(=O)OC(C)(C)C)CC1 (stereo not drawn)	1.6	-3	2	3.7	0	-14	-1	-6	0.6	-0.8
C#CCOCCOCCOCCNc1nc(N2CCN(C(=O)CCCCCCCCCCNC(=O)[C@H](CCCCN)n3cc(CCO)nn3)CC2)nc(N2CCN(C(=O)CCCCCCCCCCNC(=O)[C@H](CCCN=C(N)N)n3cc(C[C@@H](C)CC)nn3)CC2)n1	·	·	1	6.1	42	25	-18	2	-2.5	1.8
CCOC(=O)C1CCCN(C(=O)c2cccc(N3C(=O)c4ccccc4C3=O)c2)C1 (stereo not drawn)	1.3	1	-1	0.7	4	·	-14	-5	1.4	2.3
CCc1ccc(NC(=O)c2ccc(Cn3cc([N+](=O)[O-])cn3)cc2)cc1	4.8	-2	-1	2.8	1	-9	-7	2	-4.3	0.7
COC(=O)C(C(=O)OC)C(C[N+](=O)[O-])c1ccc(OC)cc1 (stereo not drawn)	2.5	·	2	7.5	15	·	-6	-8	-0.2	-0.2
CCn1c(SCC(=O)N2CCCC2)nc2c1c(=O)n(C)c(=O)n2C	2.5	-1	0	0.5	0	-41	-10	-3	-0.6	-4.0
Cc1cccc(C)c1NC(=O)CNC(=O)CCNC(=O)c1ccco1	0.3	3	2	2.0	-2	3	-15	-14	-0.3	-1.1
CS(=O)(=O)N(CC(=O)Nc1ccccc1C(=O)N1CCOCC1)c1ccccc1	3.4	1	0	2.6	-4	28	?	1	-0.6	0.1
COc1ccccc1CC(=O)N1CCN(c2ccccc2F)CC1	0.8	0	1	0.7	-5	6	-8	2	-1.7	-3.0
CCOCC(=O)Nc1nnc(COCC)s1	1.3	·	-2	2.4	1	14	-7	-21	0.1	-1.1
COc1ccc(CCNC(=O)c2ccccc2C(=O)NCCc2ccc(OC)c(OC)c2)cc1OC	-2.8	3	·	0.5	·	·	·	·	·	2.3
CCOC(=O)NC1(C(F)(F)F)NC(=O)N(C2CCCCC2)C1=O (stereo not drawn)	1.1	·	0	2.3	-1	11	6	·	-2.0	-2.0
CCCOc1ccc(C(=O)CCC(=O)OC(C)C(=O)Nc2ccc(NC(C)=O)cc2)cc1 (stereo not drawn)	3.5	14	2	1.7	-3	·	-7	2	-1.8	0.6
CCOc1ccc(/C(O)=C2/C(=O)C(=O)N(CCCN3CCOCC3)C2c2ccc(C)cc2)cc1C (stereo not drawn)	-1.4	0	7	·	4	15	-7	15	-3.6	·
COc1ccc(NC(=O)CN(C)C(=O)C2CC(=O)N(CCc3ccc(OC)c(OC)c3)C2)cc1 (stereo not drawn)	2.1	0	-5	·	3	-10	-15	-1	0.0	·
O=C(Nc1cccc(Cl)c1)c1csc(-c2ccccc2)n1	2.6	·	-20	2.1	13	-8	-5	-4	-2.0	0.4
COc1ccc(OC)c(Cc2nnc(CCC(=O)NC3CCCCCCC3)o2)c1	1.6	6	1	1.9	-9	11	-6	6	-1.0	2.4
CC(CO)(CO)NC(=O)c1ccc(=O)[nH]n1	3.1	-1	2	1.9	3	22	-10	-6	-1.6	1.5
Cc1cc(Nc2ccc(Cl)cc2)nc(-c2ccccc2O)n1	1.4	4	-9	·	7	-19	4	7	-0.2	·
COC(=O)C1CCN(S(=O)(=O)Cc2ccccc2)CC1	2.0	-1	1	2.7	3	4	6	35	-1.9	-1.4
COc1cccc(OCc2cc(C(=O)N(C)Cc3nc(C)cs3)no2)c1	3.4	27	-1	-1.3	-3	-7	-16	4	0.4	-0.3
CCn1cc([N+](=O)[O-])c(C(=O)N2N=C(c3ccc(OC)cc3OC)CC2c2ccccc2O)n1 (stereo not drawn)	2.5	2	-1	-2.1	6	-7	11	11	-1.6	-1.1
COc1ccc(C(=O)NN(C)c2nc(C(F)(F)F)nc3ccccc23)cc1	4.3	-9	-3	1.0	-3	-32	-16	-15	-1.0	1.1
O=C(NCc1cccs1)C(=O)NCC(c1ccco1)N1CCN(c2ccccc2F)CC1 (stereo not drawn)	2.6	2	-3	0.3	20	-2	-5	-1	-1.6	0.6
N#CC1=C(N)Oc2cc(N)ccc2C1c1ccc(F)cc1 (stereo not drawn)	2.3	-3	1	1.3	7	·	-3	5	-0.2	-1.5

Filtered by structure, the compounds so far containing fluorine.
SMILES	phage Ecoli inh	Wnt act	DAGLB inh	AddAB inh	Tat transport	PfHsp90 set2	PvdQ acylase	Rtt109 Vps75	CAL PDZ FP	E coli growth
Cc1oc(-c2ccc(F)cc2)cc1-c1nn2c(-c3ccoc3C)nnc2s1	1.4	-8	15	3.1	16	12	-5	-1	-1.4	2.1
CC(=O)Nc1ccc(C(=O)COC(=O)c2cccs2)c(F)c1	4.3	57*	-1	-0.6	6	-41	-15	-1	-1.5	2.3
Cn1nc(C(F)(F)F)cc1-c1ccc(/C=C(\C#N)C(=O)c2cccc(C(F)(F)F)c2)s1	-0.6	12	·	-1.5	·	·	·	·	·	-0.6
COc1ccccc1CC(=O)N1CCN(c2ccccc2F)CC1	0.8	0	1	0.7	-5	6	-8	2	-1.7	-3.0
CCOC(=O)NC1(C(F)(F)F)NC(=O)N(C2CCCCC2)C1=O (stereo not drawn)	1.1	·	0	2.3	-1	11	6	·	-2.0	-2.0
COc1ccc(C(=O)NN(C)c2nc(C(F)(F)F)nc3ccccc23)cc1	4.3	-9	-3	1.0	-3	-32	-16	-15	-1.0	1.1
O=C(NCc1cccs1)C(=O)NCC(c1ccco1)N1CCN(c2ccccc2F)CC1 (stereo not drawn)	2.6	2	-3	0.3	20	-2	-5	-1	-1.6	0.6
N#CC1=C(N)Oc2cc(N)ccc2C1c1ccc(F)cc1 (stereo not drawn)	2.3	-3	1	1.3	7	·	-3	5	-0.2	-1.5

Compound activity: PubChem, several laboratories
